ATXN2 expr inh – Primary qHTS for Inhibitors of ATXN expression; Potency, µM (doses to about 57 µM), for inactives: top-dose activity change, negative = inhibition, usual class: inhibitors; HEK-293 ATXN2-luciferase reporter, luminescence, 24 h; AID 1745845, 2022; 360,000 tested, 0.72% active; further: on the % scale 0 is the no-effect control and ±100 the full control effect; nearly all actives have a fitted effect of over 55% in size
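ATXN2-luciferase reporter cells (luciferase flanked by upstream and downstream ATXN2 gene portions) were treated 24 h at 37 °C with compounds at up to 57 uM. SteadyGlo luminescence gave expression; GF-AFC fluorescence gave viability.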
A549 viability – Nrf2 qHTS screen for inhibitors: counterscreen for cytotoxicity. A549 ARE-Fluc cells, CellTiter-Fluor viability, 18-24 h. 390,000 tested, 0.16% active. Potency, µM (doses to about 46 µM), for inactives: at the top dose activity change, negative = cytotoxicity, actives largely listed as inhibitors; further: on the % scale 0 is the no-effect control and ±100 the full control effect
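Cytotoxicity counterscreen: CellTiter-Fluor fluorescence was measured in A549 ARE_Fluc cells after 18-24 h of compound exposure in a concentration series. The subsequent BugLite luminescent read reports ARE-luciferase activity.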
MCF10A rerep – A quantitative high throughput screen for small molecules that induce DNA re-replication in MCF 10a normal breast cells; MCF 10A DNA re-replication, Hoechst nuclear intensity, 48 h; Potency, µM (titrated, usually from 46.1 µM), for inactives: top-dose activity, positive = re-replication, most hits filed as activators; 350,000 tested, 2.9% active; further: % of control where 0% means no effect; nearly all actives have a fitted effect of over 50% in size
S2 tox – Viability Counterscreen for Primary qHTS for Inhibitors of ATXN expression | AID 651635, 2014 | S2 cells (HEK-293 line with an ATXN2-luciferase reporter) viability, CellTiter-Fluor protease fluorescence, 24 h | Potency, µM (titrated, usually from 56.7 µM), usual class: cytotoxic | 400,000 tested, 0.49% active; further: nearly all actives have a fitted effect of over 40% in size
EPAC2 antagonist – qHTS for Antagonist of cAMP-regulated guanine nucleotide exchange factor 2 (EPAC2): primary screen | EPAC2 GEF exchange of Rap1B-BODIPY-GDP, fluorescence | 360,000 tested, 0.18% active | Potency, µM (doses to about 114 µM), for inactives: at the highest dose activity, negative = inhibition, most hits filed as inhibitors | Rap guanine nucleotide exchange factor 4 (Homo sapiens), Q8WZA2; further: on the % scale 0 is the no-effect control and ±100 the full control effect; nearly all actives have a fitted effect of over 45% in size; many of its hits are not listed in these tables
Target sequence (Q8WZA2 whole entry, looked up): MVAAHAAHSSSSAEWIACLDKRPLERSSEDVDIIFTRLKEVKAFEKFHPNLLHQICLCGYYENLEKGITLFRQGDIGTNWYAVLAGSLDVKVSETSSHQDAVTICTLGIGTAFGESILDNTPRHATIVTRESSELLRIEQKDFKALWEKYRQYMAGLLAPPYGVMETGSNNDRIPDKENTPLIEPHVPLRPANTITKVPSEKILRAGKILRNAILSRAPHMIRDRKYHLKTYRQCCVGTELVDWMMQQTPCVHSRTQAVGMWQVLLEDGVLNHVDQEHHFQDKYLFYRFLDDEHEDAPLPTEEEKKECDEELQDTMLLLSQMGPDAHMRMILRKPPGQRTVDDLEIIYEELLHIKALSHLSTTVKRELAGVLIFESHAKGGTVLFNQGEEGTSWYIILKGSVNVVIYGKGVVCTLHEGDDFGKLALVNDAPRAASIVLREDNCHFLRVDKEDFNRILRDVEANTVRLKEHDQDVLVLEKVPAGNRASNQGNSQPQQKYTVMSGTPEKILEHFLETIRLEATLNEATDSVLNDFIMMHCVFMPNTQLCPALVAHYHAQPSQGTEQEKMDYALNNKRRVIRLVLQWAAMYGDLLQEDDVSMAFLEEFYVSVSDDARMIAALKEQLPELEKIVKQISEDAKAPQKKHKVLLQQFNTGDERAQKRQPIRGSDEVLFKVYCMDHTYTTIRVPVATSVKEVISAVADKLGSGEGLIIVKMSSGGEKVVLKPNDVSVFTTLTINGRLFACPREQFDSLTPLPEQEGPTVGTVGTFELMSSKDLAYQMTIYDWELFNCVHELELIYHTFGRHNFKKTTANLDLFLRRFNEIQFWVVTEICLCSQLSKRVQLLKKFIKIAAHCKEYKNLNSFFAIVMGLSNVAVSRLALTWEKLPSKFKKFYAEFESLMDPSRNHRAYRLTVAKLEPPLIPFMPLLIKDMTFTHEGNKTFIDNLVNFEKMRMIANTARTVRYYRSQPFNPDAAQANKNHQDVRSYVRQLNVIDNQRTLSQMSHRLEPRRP
TGFb inhibitor – qHTS for Inhibitors of TGF-b; HepG2 CAGA-GFP TGF-b/SMAD3 reporter, GFP fluorescence, 18 h; TGF-beta stimulated, 500 pg/mL final; Potency, µM (doses to about 46.1 µM), without a hit: at the highest dose activity, negative = inhibition, actives largely listed as inhibitors; 410,000 tested, 1.2% active; further: on the % scale 0 is the no-effect control and ±100 the full control effect; nearly all actives have a fitted effect of over 65% in size
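Smad-responsive CAGA-GFP expression was quantified in HEPG2 cells exposed to compounds and 500 pg/mL final TGF-beta for 18 h at 37 degrees C; unstimulated wells defined full inhibition.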
HepG2 viability – qHTS for Inhibitors of TGF-b: Cytotox Counterscreen | HepG2 CAGA-GFP viability, ATP luminescence, 18 h | Potency, µM (top dose mostly 46.1 µM), inactives show at the top dose activity change, negative = cytotoxicity, hits mostly cytotoxic | 410,000 tested, 0.76% active; further: some results filed as inactive show a strong effect at the top dose
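CellTiter-Glo luminescence gave cytotoxicity after 18 hours at 37 degrees C. The cells were HepG2 CAGA-GFP in 1% FBS DMEM, stimulated with 500 pg/mL TGF-beta after compound addition. %Activity was normalised to no-cell wells (complete cell-killing) and DMSO (no toxicity), and curves were fitted and classified.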
Nrf2 inh – Nrf2 qHTS screen for inhibitors; A549 ARE-Fluc reporter, luciferase luminescence, 18-24 h; 360,000 tested, 2.1% active; AID 504444, 2011; Potency, µM (top dose mostly 46 µM), inactives show at the highest dose activity change, negative = inhibition, usual class: inhibitors; further: on the % scale 0 is the no-effect control and ±100 the full control effect; nearly all actives have a fitted effect of over 60% in size
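Concentration-response testing used A549 ARE_Fluc cells at 5000 cells/well. Following an 18-24 h compound incubation, viability was read by fluorescence (Ex 405/Em 525) and luciferase output by luminescence.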
Nrf2 activator – qHTS of Nrf2 Activators; 410,000 tested, 0.31% active; AID 624171, 2012; Potency, µM (doses to about 46.1 µM), for inactives: top-dose activation, hits mostly activators; AREc32 ARE-luciferase reporter (MCF7-derived line), luminescence, 24 h; further: % of control where 0% means no effect; nearly all actives have a fitted effect of over 65% in size
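AREc32_Fluc, 1000 cells/well, OPTI-MEM + 5% FBS, o/n 37 deg C 5% CO2; 23 nL cpd by pin tool, 24 hr; Steady-Glo 30 min RT, luminescence.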
* = called active by the depositor; i = inactive; ? = inconclusive; nt = not tested or not shown; & = joins results of further samples; [ ] = another dose, or the depositor's remark. The call rests on the fitted dose curve; in most records, active means well fitted curve in the direction sought with a large enough effect; inconclusive means small, poorly fitted or top-dose-only effect, or another doubt; inactive means no such curve, though single readings can be large; an effect the other way counts as inactive or inconclusive. Potency means the concentration at half of the fitted maximal effect. Some of the compounds tested; count on the stated rates, not on these rows.

| SMILES | ATXN2 expr inh | A549 viability | MCF10A rerep | S2 tox | EPAC2 antagonist | TGFb inhibitor | HepG2 viability | Nrf2 inh | Nrf2 activator |
| --- | --- | --- | --- | --- | --- | --- | --- | --- | --- |
| COc1ccc(OC)c(NC(=O)COC(=O)CC2CCCCC2)c1 | 1.1% | -1.5% | -0.5% | i | 0.8% | 12.6% | 24.6% | 4.7% | 3.6% |
| COCCNC(=O)C(c1ccc(C)cc1)N(CCOC)C(=O)CCC(=O)Nc1nccs1 (stereo not drawn) | 0.9% | -3.9% | -25.6% | i | 3.4% | -3.4% | 4.3% | -13.5% | -0.7% |
| CCOc1ccccc1NC1=C(OC)C(=O)C(Nc2ccccc2OCC)=C(OC)C1=O | -14.2% | -6.4% | 2.6% | i | -0.6% | -12.7% | -3.2% | -11.4% | -0.5% |
| O=C(NCc1ccco1)/C(=C/c1ccccc1F)NC(=O)c1ccccc1 | 3.4% | 3.5% | -1.7% | i | 8.4% | 3.5% | 2.5% | -4.2% | -0.2% |
| N#CC(C(=O)Nc1ccc(Cl)cc1)=C1Nc2ccccc2N1 | -16.5% | -0.3% | 21.3% | ? | -3.3% | ? | -37.3% | ? | -0.2% |
| Cc1ccc[n+](-c2nc3ccccc3nc2C(=C=[N-])C#N)c1 | 3.0%&-11.5% | -14.6%&-22.9% | -2.0%&0.1% | ? | -11.8%&-5.2% | -18.4%&2.8% | 2.6%&1.1% | 6.0%&-18.6% | 2.5%&3.3% |
| COC(=O)CCC(=O)N1CCC(CCC(=O)NCc2ccc(F)cc2)CC1 | -0.9% | -2.3% | -2.3% | ? | -2.9% | -15.7% | -44.0% | 5.8% | 0.1% |
| Cc1noc(C)c1C(=O)OCC(=O)c1c(N)n(CC(C)C)c(=O)n(C)c1=O | -16.8% | -4.7% | 0.9% | i | -4.2% | ? | -18.9% | ? | -0.1% |
| Cc1ccc(N2C(=O)NC(NS(=O)(=O)c3ccc(Cl)cc3)(C(F)(F)F)C2=O)cc1C (stereo not drawn) | -8.6% | 1.3% | nt | i | nt | -15.7% | -19.5% | -11.0% | -0.6% |
| Cc1cc(NC(=O)CSc2ncc(CO)n2Cc2ccc(F)cc2)no1 | 2.5% | 1.9% | 4.8% | i | -6.1% | 9.3% | 7.7% | 2.8% | -0.9% |
| O=C(/C=C/c1ccc(Cl)cc1)N1CCN(c2ccccc2[N+](=O)[O-])CC1 | -35.4% | -4.8% | -1.7% | ? | -2.0% | ? | -24.4% | -13.0% | 0.9% |
| O=C(Nc1ccon1)c1ccc(S(=O)(=O)N2CCCCCC2)cc1 | 6.9% | -6.0% | 9.6% | i | 5.5% | -4.6% | 6.1% | 1.9% | -0.4% |
| O=c1oc([C@@H](O)c2ccccc2)cc2ccccc12 | 8.8% | 1.3% | -16.5% | i | 2.4% | 11.8% | 2.7% | -5.5% | 6.8% |
| CNC(=O)/C(C#N)=C/c1c(N2CCCCCC2)nc2ccccn2c1=O | 2.0% | -12.1% | ? | i | 0.0% | -15.4% | 1.3% | -10.7% | 0.3% |
| O=C(NCc1ccccn1)c1ccc(OC2CCN(Cc3ccccc3O)CC2)cc1 | 1.1% | -8.1% | 1.2% | i | 14.3% | 0.5% | -20.3% | -29.3% | -1.0% |

The final 2 compounds of the section before come first, to join the parts.
| SMILES | ATXN2 expr inh | A549 viability | MCF10A rerep | S2 tox | EPAC2 antagonist | TGFb inhibitor | HepG2 viability | Nrf2 inh | Nrf2 activator |
| --- | --- | --- | --- | --- | --- | --- | --- | --- | --- |
| CNC(=O)/C(C#N)=C/c1c(N2CCCCCC2)nc2ccccn2c1=O | 2.0% | -12.1% | ? | i | 0.0% | -15.4% | 1.3% | -10.7% | 0.3% |
| O=C(NCc1ccccn1)c1ccc(OC2CCN(Cc3ccccc3O)CC2)cc1 | 1.1% | -8.1% | 1.2% | i | 14.3% | 0.5% | -20.3% | -29.3% | -1.0% |
| Cc1ccc(OCC(=O)N(C)CCc2ccccn2)cc1 | 4.1% | -7.0% | -1.9% | i | 2.0% | -0.9% | 0.1% | 5.7% | 0.6% |
| COc1ccc(-n2c(C)cc(C=O)c2C)cc1Cl | -17.4% | -4.1% | -12.8% | i | 14.3% | -15.1% | -4.6% | 4.2% | -0.1% |
| c1ccn(-c2ncnc3sc4c(c23)CCCC4)c1 | -6.4% | -0.6% | -0.2% | i | -25.9% | -7.5% | -11.6% | nt | -0.1% |
| O=c1[nH]c(=S)[nH]c2c1C(c1cc([N+](=O)[O-])c(N3CCOCC3)cc1N1CCOCC1)O2 (stereo not drawn) | -5.4% | ? | -26.6% | ? | 4.2% | 0.0% | 0.0% | 0.2% | -0.3% |
| Fc1ccc(CNC(=S)NCc2cccc(Cl)c2)cc1 | -22.0% | ? | ? | i | -24.6% | ? | -42.7% | -16.3% | -1.2% |
| OCC(O)C(O)CC1SCCS1 (stereo not drawn) | 10.8% | -0.8% | -2.1% | ? | 18.7% | 0.5% | -3.2% | 9.8% | -0.1% |
| COc1ccc(-c2[nH]c(-c3ccccc3)nc2SCC(=O)NC2CCCC2)cc1 | -15.7% | -1.7%&-13.1% | 3.4% | ? | 3.8% | -43.2%&-18.4% | -31.1%&-9.2% | -21.2%&-22.9% | -1.1%&1.9% |
| COc1ccccc1CN1C(=O)CN(C2CCCCCC2)C(=O)C1c1ccc(F)cc1 (stereo not drawn) | -3.3% | 13.3%&-2.7% | ? | i | -0.3% | -19.8%&0.0% | -36.0%&-24.0% | nt | 5.5%&0.3% |
| C=CCNC(=S)NNC(=O)c1ccncc1 | nt | 6.0% | -2.7% | i | -12.6% | 2.3% | -7.2% | 14.0% | 0.4% |
| Cc1c(C(=O)N2CCC(C(N)=O)CC2)oc2ccc(Br)cc12 | 44.1%[activator] | 8.4% | 7.7% | i | -8.6% | 3.7% | -1.6% | 13.9% | 2.4% |
| CCc1ccccc1N(CC(=O)NC(C)(C)CC)C(=O)CCC(=O)Nc1nccs1 | -21.1% | -6.3% | -3.2%[9.22 µM] | nt | -7.8% | 0.7% | -1.3% | 3.1% | 0.3% |
| Cc1cc(C)n2nc(C(=O)Nc3ccc4c(c3)OCCO4)nc2n1 | -12.9% | -8.4% | -0.9% | i | 3.1% | 3.9% | -25.3% | ? | 0.2% |
| CC1CCCCN1C(=O)c1ccccc1OC1CCN(S(C)(=O)=O)CC1 (stereo not drawn) | -1.0%[11.3 µM] | -0.2% | -2.6% | i | 2.6% | 6.5% | -3.4% | 5.7% | 0.3% |
| Cc1cccc(C)c1NC(=O)CN(C)C(=O)c1ccc(-c2cccc(C(F)(F)F)c2)o1 | -8.5% | 1.2% | -27.0% | i | ? | ? | -4.1% | -17.6% | 1.9% |
| COC(=O)c1scc(-c2ccc(C)cc2)c1S(=O)(=O)N1CCN(c2cccc(Cl)c2)CC1 | -6.7% | 11.6% | nt | i | nt | -5.8% | -6.2% | -22.0% | -0.1% |
| CC1COC(C)(CC(=O)NN2C(=O)c3ccccc3C2=O)O1 (stereo not drawn) | -0.7% | -1.2% | -1.7% | i | -2.2% | 4.8% | 13.3% | 4.5% | 0.1% |
| CCOc1ccccc1NC(=O)Cn1c(=O)n(-c2ccccc2)c(=O)c2c1c1cc(C)ccc1n2C | 0.0% | -4.9% | nt | i | nt | 0.9% | 4.1% | 17.4% | -0.8% |
| COc1cccc(CNC(=O)CCc2nc(-c3ccc(C)cc3)no2)c1 | -4.5% | 2.1% | nt | i | nt | ? | -26.8% | ? | 3.9% |
| O=C(Nn1cnc2ccccc2c1=O)c1ccc([N+](=O)[O-])cc1 | 5.9% | 2.9% | 0.7% | i | 0.3% | -19.1% | 12.3% | 8.3% | 0.0% |
| Cc1ccc(NC(=O)Cc2ccc3c(c2)CCCC3)cc1C | 19.1% | 0.2% | -2.4% | i | -11.1% | -21.8% | -15.6% | 2.3% | 0.0% |
| COc1ccc(NC(=O)CN(C)C(=O)c2c(-c3c(F)cccc3Cl)noc2C)cc1 | 1.9% | -6.4% | 0.9% | i | -3.2% | 0.0% | -17.0% | 2.3% | -0.9% |
| C/C(=N\NC(=O)c1nnn(-c2nonc2N)c1-c1ccccc1)c1ccco1 | -3.9% | 8.1% | -2.3% | i | 5.3% | -2.0% | -3.6% | 4.9% | 18.9% |
| Cc1cc(C)n2cc(CSc3nc4ccccc4s3)nc2n1 | 38.0%[activator] | -4.7% | 0.7% | ? | 2.6% | 1.7% | -2.4% | ? | 8.4% |
| Cc1cc(C(=O)N/N=C/c2cccc([N+](=O)[O-])c2)c(C)o1 | -0.7% | 2.7% | 1.0% | i | 4.5% | -4.0% | -14.1% | 7.4% | 3.8% |
| O=C(Cn1c(=O)sc2ccccc21)OC(CCl)CCl | 0.4% | 4.3% | -1.4% | i | 12.2% | 0.6% | -11.3% | 3.3% | 0.2% |
| C[C@]12CC[C@H](O)CC1=C[C@H](O)C1C2CC[C@@]2(C)C1CC[C@@]2(O)C#Cc1ccc(CN)cc1 (stereo partly drawn) | -2.6% | 0.4% | -3.4% | i | 2.3% | -3.6% | -8.6% | 7.9% | -0.3% |
| COc1ccc(-c2cn3cccc(C)c3n2)cc1Br | 97.6%[activator] | 2.5% | ? | i | -12.7% | -17.7% | -20.4% | ? | 8.4% |
| COc1cccc(S(=O)(=O)NCc2ccc(C(=O)N3CCN(c4ccccc4)CC3)cc2)c1 | ? | 1.8% | -41.8%[inhibitor] | i | -7.4% | -3.0% | -10.5% | ? | 0.4% |
| COC(=O)c1ccc(/C=C/C(=O)OCC(=O)Nc2sccc2C(N)=O)cc1 | 7.0% | 2.7% | ? | i | 5.4% | 6.5% | 4.7% | 32.6% | 19.9% |
| CCOc1ccc(NC(=O)CSC2=Nc3ccccc3C3=NC(CC(=O)NCc4cccs4)C(=O)N23)cc1 (stereo not drawn) | nt | -3.9% | nt | nt | nt | 20.9% | 4.2% | nt | 0.1% |
| COc1ccc(OC)c(-c2nc(CN3CCN(C(=O)c4ccco4)CC3)c(C)o2)c1 | 4.7% | 0.2% | 0.0% | i | -1.4% | -0.5% | -1.2% | -21.3% | 0.1% |
